# Screening data: PubChem BioAssay, several laboratories
# GSK3B inh = inhibitors of human GSK3beta kinase; P49841; activity score (negative = inhibition), % at 10 µM; GST-GSK3beta kinase, ADP-Glo luminescence, 60 min; active compounds read low; hit rate 0.038% among 300,000; AID 2097;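 active means more than half of replicate wells score below -50%, meaning over 50% inhibition versus plate controls; inconclusive means some replicates but at most half score below -50%; inactive means no replicate scores below -50%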;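 further: 0% = median DMSO wells and -100% = median GW8510 positive control wells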
# Target sequence (P49841 whole entry, looked up): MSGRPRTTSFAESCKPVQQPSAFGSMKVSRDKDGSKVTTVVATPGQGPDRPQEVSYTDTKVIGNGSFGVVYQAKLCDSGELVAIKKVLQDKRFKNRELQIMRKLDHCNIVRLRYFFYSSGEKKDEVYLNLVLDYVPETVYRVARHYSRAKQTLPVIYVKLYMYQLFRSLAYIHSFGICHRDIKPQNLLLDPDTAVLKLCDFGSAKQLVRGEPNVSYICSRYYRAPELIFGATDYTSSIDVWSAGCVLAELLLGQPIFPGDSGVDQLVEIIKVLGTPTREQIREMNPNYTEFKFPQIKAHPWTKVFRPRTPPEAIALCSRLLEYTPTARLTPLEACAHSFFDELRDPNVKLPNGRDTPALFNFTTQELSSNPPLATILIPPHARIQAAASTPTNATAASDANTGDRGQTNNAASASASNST
#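 Assay system: GST-tagged human GSK3beta kinase, cell-free; Input: 1.6 ng GSK3beta; Medium: Tris/MgCl2 kinase buffer; Timing: 60 min enzyme reaction, room temperature; Signal: ADP-Glo luminescence quantifying ADP generated by kinase; Evaluation: score relative to plate controls; Benchmarks: DMSO neutral wells and GW8510 at 20 µM as positive.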
# aSyn UTR inh = MLPCN primary screen, SNCA 5' untranslated region | alpha-synuclein 5'UTR reporter, inhibitor activity | inhibition, % (tested at 7.5 µM) | hit rate 0.82% among 300,000 | AID 1813; in the data active means inhibition above about 60%; inconclusive means no clear call, values can overlap the other calls;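 further: H4 neuroglioblastoma cells stably carrying SNCA 5'UTR luciferase fusion; 0% = DMSO wells and 100% = positive control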
# KLF5 inhibitor = inhibitors of KLF5 expression. DLD-1 KLF5 promoter-luciferase reporter, luminescence. inhibition, % at 5 µM. hit rate 0.23% among 290,000;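 active means inhibition above a per-plate limit of that plate's mean compound inhibition plus 3 SD, cut at about 60% in these data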;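 further: 0% = DMSO wells and 100% = LY294002 at 200 µM; higher means less KLF5 promoter-driven luciferase light; inactives centre near -14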
# GSK3 alpha inh = blocks human GSK-3 alpha kinase; P49840; ADP-Glo luminescence, 60 min; inhibition, % at 10 µM; hit rate 0.1% among 320,000;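 in the data active means inhibition above about 50%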;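 further: GST-tagged GSK-3 alpha with peptide substrate and 25 µM ATP; 0% = DMSO neutral wells and 100% = GW8510 positive control wells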
# Target sequence (P49840 whole entry, looked up): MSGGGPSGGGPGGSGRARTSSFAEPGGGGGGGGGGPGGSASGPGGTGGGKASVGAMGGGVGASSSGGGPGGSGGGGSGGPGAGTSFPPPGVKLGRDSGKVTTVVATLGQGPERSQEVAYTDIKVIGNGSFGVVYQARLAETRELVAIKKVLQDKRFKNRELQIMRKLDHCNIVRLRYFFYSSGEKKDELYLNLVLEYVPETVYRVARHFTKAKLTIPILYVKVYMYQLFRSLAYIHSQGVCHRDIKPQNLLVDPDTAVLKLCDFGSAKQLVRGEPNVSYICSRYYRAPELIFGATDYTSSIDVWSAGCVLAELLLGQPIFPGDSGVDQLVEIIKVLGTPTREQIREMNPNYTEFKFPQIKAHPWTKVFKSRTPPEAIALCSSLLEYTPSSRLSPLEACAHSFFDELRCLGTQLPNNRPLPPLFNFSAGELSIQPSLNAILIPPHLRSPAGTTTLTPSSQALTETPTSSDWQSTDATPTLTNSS
# HSP90 inh = blocks HSP90-mediated luciferase refolding in reticulocyte lysate. Rabbit reticulocyte lysate, luciferase refolding luminescence, 3 h. inhibition, % at 5.6 µM. hit rate 0.91% among 290,000;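 active means inhibition above the screen-wide mean plus 3 SD, computed separately per campaign, cut at about 16% in these data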;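 further: 0% = DMSO wells and 100% = 60 µM geldanamycin wells; inhibitors lower the luminescence because luciferase stays unfolded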
# IEC-6 tox = counter-screen for KLF5 inhibitors: cytotoxicity in IEC-6 cells; hit rate 0.78% among 290,000; IEC-6 cytotoxicity, luminescence viability; inhibition, % at 5 µM; AID 1825; in the data active means inhibition above about 22%;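 further: 0% = plate median of test compound wells and 100% = cytotoxic reference compound wells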
# HSF1 activator = increases HSF-1 driven luciferase reporter signal; hit rate 1.7% among 300,000; NIH3T3-HGL HSF-1 luciferase reporter, MG132, 8 h; 100% = twice DMSO control signal; AID 504408; activation, % at 9 µM;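 active means mean replicate activation of at least 50% with a set share of replicates each reaching 50%; inconclusive means only one of those two conditions met; inactive means mean below 50% and too few replicates reaching it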;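 further: 0% = median of the neutral control wells and 100% = twice that signal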
# HSF1 inhib = HSF1 inhibition; NIH3T3-HGL HSE-luciferase, MG132-induced, luminescence 8 h; active compounds read low; activity change, negative = inhibition, % at 7.5 µM (by protocol); hit rate 0.77% among 300,000; AID 2098;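 active means more than half of replicate wells show activity change below -50%, luminescence cut by over half; inconclusive means some wells, but at most half, below -50%; inactive means no replicate well below -50%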;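 further: luciferase reports HSF-1 transcriptional activity via heat shock element; 0% = median of DMSO wells and -100% = zero luminescence signal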
# AI-2 QS modul = modulators of Vibrio harveyi AI-2 quorum sensing system | Vibrio harveyi JMH597 AI-2 luminescence/OD600 ratio, 9 h; active compounds read low; strain lacks LuxN and CqsS sensors; 0 = neutral-control median | hit rate 0.4% among 300,000 | activity change, % at 7.5 µM; in the data active means activity change below about -75%, passing the limit was not always enough; inconclusive means no clear call, values can overlap the other calls;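 further: luminescence divided by OD600 gain over 9 h not by final OD600 alone; inactives centre near 13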
# HIF act = HIF pathway transcriptional activation; U2OS HRE-luciferase reporter, luminescence; normalized: DMSO 0%, desferrioxamine 100%; activation, % at 7.5 µM (by protocol); hit rate 0.32% among 300,000; AID 1910;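 active means mean activation of at least 10% of the iron chelator positive control signal, with at least half of replicates also reaching 10%; inconclusive means mean and replicate majority disagree about reaching 10%; inactive means mean and most replicates under 10%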
# * hit, by the source's call; u = inconclusive; x = no result given.
# Every second line gives: GSK3B inh	aSyn UTR inh	KLF5 inhibitor	GSK3 alpha inh	HSP90 inh	IEC-6 tox	HSF1 activator	HSF1 inhib	AI-2 QS modul	HIF act
> O=C(NC(Cc1c[nH]c2ccccc12)C(=O)O)/C(=C/c1ccco1)NC(=O)c1ccccc1 (stereo unspecified)
    3	-23	-29	-3	-2	0	-4	-5	16	-0.1
> CCc1ccc2nc(/N=C(\N)NC(=O)c3ccccc3)nc(C)c2c1
    -2	-120	-2	-3	1	0	-3	18	35	0.7
> C(=N\n1cnnc1)/c1ccccc1OCCOc1ccccc1
    0	-55	-10	-1	-2	4	29	-4	12	0.8
> COC(=O)C(NC(=O)c1ccccc1C)(Nc1ncc(S(=O)(=O)c2ccc([N+](=O)[O-])cc2)s1)C(F)(F)F (stereo unspecified)
    3	9	1	-2	3	-1	31	6	18	-0.1
> N#Cc1c(N)nc2c(c1-c1ccc3c(c1)OCO3)CCc1ccccc1-2
    -11	29	-7	-1	1	7	14	17	13	0.0
> CC(C)NC(=S)NC(c1ccccc1)(c1ccccc1)c1ccccc1
    -2	3	10	0	9	7	3	4	35	-15
> O=C(CCS(=O)(=O)c1ccc(Br)cc1)N1CCCCCC1
    1	-18	-20	1	-3	-6	14	-3	27	0.5
> CC(=O)c1ccc(Oc2cc(C(F)(F)F)cnc2C(N)=O)cc1
    -2	22	-6	4	0	-5	-3	4	19	-0.7
> Clc1ccc(OCc2cn3ccccc3n2)c2ncccc12
    4	-158	-196	1	1	3	u	55	8	2.2
> O=C(Nc1ccc([N+](=O)[O-])cc1)C1C(c2ccccc2)=C1c1ccccc1
    -1	-15	-11	-1	-2	3	178*	165	10	0.2
> NC(=O)C1CCN(S(=O)(=O)c2ccccc2[N+](=O)[O-])CC1
    1	3	-18	-1	-1	-2	-1	5	46	1.0
> Cc1ccc(S(=O)(=O)NCc2ccc(C(=O)N3CCN(c4ccc([N+](=O)[O-])cc4)CC3)cc2)cc1
    x	17	-26	-2	-1	8	-8	-4	30	0.9
> COc1ccc(N2CCN(CCNC(=O)c3ccc(NC(=O)C4CCCO4)cc3)CC2)cc1 (stereo unspecified)
    -4	16	6	-1	0	-4	-2	-10	14	-0.3
> Cn1cnnc1SCC(=O)N/N=C/c1ccc(OCC(N)=O)cc1
    -1	6	-12	-1	2	-7	-2	-3	13	-0.4
> O=C(c1ccccc1)N1CC(COc2ccccc2)OC(c2cccnc2)O1 (stereo unspecified)
    1	0	-9	1	-1	-10	25	13	-10	0.4
> CN=C1S/C(=C\c2ccc(O)c(OC)c2)C(=O)N1C
    -3	-110	x	8	x	x	32	16	9	1.2
> Cc1cccc2sc(NC(=O)CN3C(=O)c4ccccc4C3=O)nc12
    -1	19	-9	-2	-3	4	11	-1	-84*	-0.4
> O=C(CCc1ccc(S(=O)(=O)NC2CCCCC2)cc1)Nc1ccccc1
    3	14	-13	-4	-1	-4	-6	8	0	0.0
> Cc1ccccc1OCC(O)Cn1c(NCc2ccco2)nc2c1c(=O)n(C)c(=O)n2C (stereo unspecified)
    1	34	-12	0	3	1	3	-3	38	0.3
> CN/C=C1\C(=O)C(C)(C)Oc2ccc3ccc(=O)oc3c21
    -5	-8	4	1	-3	2	28	0	3	-0.2
> COc1cccc(N2CCN(C(=O)CSc3ccc(F)cc3)CC2)c1
    1	x	-1	3	-2	9	x	x	17	x
> CN(CC(=O)Nc1c(Cl)cccc1Cl)C(=O)c1sccc1-c1ccccc1
    1	12	x	-4	x	x	-1	-8	13	0.2
> COc1ccc(C(=O)NC(=S)Nc2ccc(CN3CCOCC3)cc2)cc1OC
    2	6	20	-1	3	-2	33	-1	13	-0.2
> CCOc1ccc(CCNC(=O)c2cc(S(=O)(=O)N3CCOCC3)ccc2C)cc1OCC
    6	0	x	1	x	x	0	0	16	0.1
> O=C1OCCC1Sc1nc2ccccc2c(=O)n1Cc1ccccc1 (stereo unspecified)
    1	0	-13	-3	-6	0	12	0	18	-0.8
> c1ccc2c(c1)Cc1cc3ccccc3nc1-2
    1	-102	-125	2	2	0	u	26	12	1.6
> COc1cc2[nH]c(C(=O)NCC3CCCO3)cc2c(OC)c1OC (stereo unspecified)
    -2	16	-10	0	1	12	9	-3	-2	-0.6
> CC(=O)N1CCN(c2ccccc2NC(=O)c2ccc3ccccc3c2)CC1
    3	-48	-2	1	-4	-5	21	19	-18	-20
> CCN(CC)C(=O)CCS(=O)(=O)c1cccc2nonc12
    0	x	-8	0	3	-1	x	x	27	x
> CCN1C(=O)N[C@@H](c2ccc(Br)cc2)C(C(C)=O)=C1C
    -3	13	x	-1	x	x	-9	-5	14	-1.3
> Cc1c(N=C2N=C(NC(=O)NC(C)(C)C)c3ccccc32)c(=O)n(-c2ccccc2)n1C
    3	-1	17	1	-2	-2	31	8	2	-0.2
> CCOC(=O)c1ccc(N2C(=O)CC(N3CCC(O)(c4ccc(Cl)cc4)CC3)C2=O)cc1 (stereo unspecified)
    2	7	-16	1	0	-1	-45	-35	-4	-1.3
> O=C(CCNC(=O)c1ccccc1Cl)Nc1ccccc1N1CCCC1
    1	1	-5	-2	-1	-5	0	-3	24	0.2
> CCCCN(C(=O)C1CC(=O)N(c2ccc(OC)cc2OC)C1)c1c(N)n(CC(C)C)c(=O)[nH]c1=O (stereo unspecified)
    5	6	-19	1	4	-3	5	-6	2	-0.6
> O=[N+]([O-])c1ccccc1NCc1ccccc1Cl
    8	37	2	x	0	4	8	10	13	-1.1
> CCOC(=O)CNC(=O)Cn1cnc2sc(C)c(S(=O)(=O)N3CCC(C)CC3)c2c1=O
    1	27	13	-2	-1	5	3	-7	-5	1.0
> O=C(c1ccc2nc(Cc3ccccc3F)oc2c1)N1CC[C@H](O)C1
    3	-54	-59	-4	2	4	5	3	10	1.3
> CCCOc1ccc(CN(CCO)CCO)cc1[N+](=O)[O-]
    4	-2	12	-2	-1	3	1	1	12	0.3
> Nc1nc(-c2ccco2)nc(N2CCCCC2)n1
    -2	10	-15	-1	2	5	-2	-6	8	0.1
> Cc1ccc(CN2CC(C(=O)NCC(=O)Nc3c(C)cccc3C)CC2=O)cc1 (stereo unspecified)
    2	-9	x	-2	x	x	6	-2	-7	0.1
> CCc1ccccc1N(C(=O)c1snc(C(N)=O)c1N)C(C(=O)NCC1CCCO1)c1ccc(C)o1 (stereo unspecified)
    0	-2	-15	-2	5	-3	22	-3	2	-0.3
> Clc1ccccc1/C=N/N1CCN(Cc2ccccc2)CC1
    4	-39	-56	-1	2	-5	12	10	40	-0.1
> O=C(CSc1ccccc1)Nc1ccc(N2CCN(c3ccccc3)CC2)c(F)c1
    0	-23	-43	-6	-3	-10	55*	28	14	0.0
> COc1ccc(S(=O)(=O)NCCSCc2ccco2)cc1C
    -4	5	-5	-8	2	8	9	4	9	-0.2
> Cc1ccc(S(=O)(=O)NCCC(C)C)cc1[N+](=O)[O-]
    -12	23	-18	-2	0	3	-9	-3	3	0.0
> Cc1cnn(-c2ccc3nnc(-c4ccc(Cl)cc4)n3n2)c1
    0	-4	-50	0	-3	1	7	3	27	-0.5
> CCOCCc1c(O)nc(SCC)[nH]c1=O
    -1	8	4	-2	-2	1	-1	2	22	0.4
> COc1ccccc1NC(=O)Cc1nc(CCl)cs1
    3	-4	-7	-1	-5	-6	-11	0	18	-1.5
> CN(C)CCNc1ncnc2c1sc1nc(-c3ccccc3)c3c(c12)CCCC3
    -8	11	7	7	6	0	-19	-18	5	1.0
> CC1CCCN(C(=O)Cn2nnc(-c3ccc(N(C)C)cc3)n2)C1 (stereo unspecified)
    -2	0	-52	-1	-8	-3	-3	2	4	0.6
> Cc1cccc(NC(=O)COC(=O)CCc2ccc(S(=O)(=O)N3CCOCC3)cc2)c1C
    -2	8	-34	-3	0	3	-10	-1	13	-0.4
> CCOC(=O)c1c(NC(=O)OC)sc(C(=O)N(C)C)c1C
    3	-7	-2	x	1	-10	-8	3	29	0.1
> Cc1ccccc1OCC(=O)O/N=C(\N)c1ccncc1
    -2	-103	-90	-1	0	-6	49	27	23	3.4
> N#Cc1ccc(NC(=O)Cn2cnc(S(=O)(=O)N3CCc4ccccc43)c2)cc1
    0	26	-1	-2	-6	2	-3	-3	11	-0.3
> Cc1ccc(NC(=O)c2cc3ccccc3o2)nc1
    0	-95	x	-1	x	x	23	18	13	-0.3
> COc1ccc(CN(C(=O)CN2C(=O)c3ccccc3S2(=O)=O)C(C(=O)NCC2CCCO2)c2ccncc2)cc1 (stereo unspecified)
    1	15	-7	-2	-3	-4	11	-3	7	-0.5
> CN(C)C(=O)c1nc2ccccc2s1
    -2	-45	-38	-5	0	2	-22	-17	28	1.0
> COc1cccc(NC(=O)Cn2c(=O)n(CCC(=O)NCc3ccco3)c(=O)c3ccccc32)c1
    1	11	-6	-1	-1	-7	-6	-1	7	0.0
> COC(=O)C(/C=N/O)NC(=O)c1ccccc1 (stereo unspecified)
    1	-5	14	0	0	-3	11	-9	20	-1.3
> O=C(Cc1ccccc1)N/N=C/C=C/c1cccc([N+](=O)[O-])c1
    -3	3	-33	1	3	2	-15	-3	-9	-22

# The results go on:
# Every second line gives: GSK3B inh	aSyn UTR inh	KLF5 inhibitor	GSK3 alpha inh	HSP90 inh	IEC-6 tox	HSF1 activator	HSF1 inhib	AI-2 QS modul	HIF act
> CCOC(=O)c1cnn(-c2ccccn2)c1N
    0	-116	-86	-1	-4	-1	18	4	1	3.1
> O=C(NCC(=O)N1CCN(S(=O)(=O)c2ccccc2)CC1)c1ccc2ccccc2c1
    x	-8	x	-2	x	x	0	-4	x	0.7
> CCCCN(C(=O)c1ccc([N+](=O)[O-])o1)c1c(N)n(CC(C)C)c(=O)[nH]c1=O
    1	2	x	1	x	x	-12	6	31	-7.9
> COc1ccc(-c2nc(CC(=O)O)cs2)cc1
    4	19	-37	x	-6	4	-1	4	3	0.2
> CCC1CCCCN1CCCNC(=O)C1CCN(S(=O)(=O)N2CCCCC2)CC1 (stereo unspecified)
    1	12	-15	0	2	4	-3	-12	16	-0.3
> Cc1cc(C)c(C#N)c(SCCN2CCOCC2)n1
    2	15	-2	-3	4	-8	6	0	11	-0.4
> CCc1cc2c(C)cc(C)cc2nc1SCC(=O)Nc1cc(C)on1
    -1	33	-36	8	-1	-5	10	0	30	0.3
> COc1ccc(C(=O)NNC(=O)CNC(=O)C2CCCCC2)cc1
    1	-13	2	0	4	0	-7	-3	6	-0.4
> CC(C)C[C@@H](C(=O)N[C@@H](C(=O)O)c1ccccc1)N1C(=O)N2CCc3c([nH]c4ccccc34)[C@@]2(C)C1=O
    3	-7	-21	-4	-1	2	-4	-6	9	0.0
> CCOC(=O)c1c(-c2ccsc2)csc1N
    -6	0	-6	5	2	5	-13	-8	14	-0.4
> CC(=O)OC(C)(C)C1Cc2cc3ccc(=O)oc3cc2O1 (stereo unspecified)
    2	-19	-35	1	1	0	23	3	5	-1.0
